V1aR counter: activates human V1a receptor in oxytocin agonist counter-screen; P37288; CHO-V1R cells, Fluo-8 calcium fluorescence, agonist mode; 0% DMSO, 100% 3 nM vasopressin; activation, % at 3 µM; hit rate 0.25% among 320,000; AID 2797;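 active means activation above the mean activation of all tested compounds plus 3 SD, per screening run, cut at about 20% in these data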;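 further: signal is peak over basal fluorescence ratio across a 100 second FLIPR read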
Target sequence (P37288 whole entry, looked up): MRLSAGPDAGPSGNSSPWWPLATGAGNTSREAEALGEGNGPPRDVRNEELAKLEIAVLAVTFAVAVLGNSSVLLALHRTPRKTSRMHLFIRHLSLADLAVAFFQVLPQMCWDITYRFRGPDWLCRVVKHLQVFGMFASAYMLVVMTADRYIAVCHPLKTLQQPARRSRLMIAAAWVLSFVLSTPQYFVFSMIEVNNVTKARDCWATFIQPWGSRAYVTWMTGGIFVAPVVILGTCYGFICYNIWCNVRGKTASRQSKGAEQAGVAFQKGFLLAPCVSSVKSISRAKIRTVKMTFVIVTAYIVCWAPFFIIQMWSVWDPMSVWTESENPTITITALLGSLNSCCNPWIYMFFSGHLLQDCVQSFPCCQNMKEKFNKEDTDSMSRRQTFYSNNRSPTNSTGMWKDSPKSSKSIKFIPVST
CHO parental Ca: signal in parental CHO cells, OX1R antagonist counter-screen; parental CHO-K1, ATP-induced calcium, Fluo-8 fluorescence; inhibition, % at 5.6 µM; hit rate 0.63% among 330,000;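 active means inhibition above that plate's mean sample inhibition plus 3 SD, cut at about 26% in these data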;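 further: 0% = ATP-challenged DMSO wells and 100% = DMSO wells without ATP; some compounds past the cut are filed as inactive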
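test system = CHO parental line | reagent = ATP stimulus | measured by = intracellular calcium via Fluo-8 no-wash fluorescent dye | control set = ATP and no-ATP DMSO wells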
CHO-K1 Ca antag: M1 antagonist counterscreen hit in parental CHO-K1 cells. AID 602250. inhibition, % at 3 µM. hit rate 0.6% among 360,000. ATP-induced calcium, Fluo-8 fluorescence;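 active means inhibition above a per-plate cutoff, the plate's mean sample inhibition plus 3 SD, cut at about 24% in these data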;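 further: 0% = DMSO plus EC80 ATP and 100% = DMSO alone without ATP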
CHO-K1 Ca PAM: M1 PAM counterscreen hit in parental CHO-K1 cells; hit rate 0.02% among 360,000; ATP EC20, Fluo-8 calcium fluorescence; 0% at ATP EC20, 100% at ATP max; AID 602247; activation, % at 3 µM;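 active means activation above the run cutoff, the mean activation of all test compounds plus 3 SD, cut at about 40% in these data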;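 further: peak over basal fluorescence ratio in a 140 s read after ATP addition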
GPR7 antag: antagonists of human GPR7 (neuropeptides B/W receptor 1); P48145; GPR7-expressing cells, fluorescence antagonist assay; inhibition, % at 4.4 µM; hit rate 1.1% among 290,000; AID 1861; in the data active means inhibition above about 16%, passing the limit was not always enough;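 further: cells stimulated with the agonist NPW; 0% = agonist with vehicle and 100% = vehicle without agonist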
Target sequence (P48145 whole entry, looked up): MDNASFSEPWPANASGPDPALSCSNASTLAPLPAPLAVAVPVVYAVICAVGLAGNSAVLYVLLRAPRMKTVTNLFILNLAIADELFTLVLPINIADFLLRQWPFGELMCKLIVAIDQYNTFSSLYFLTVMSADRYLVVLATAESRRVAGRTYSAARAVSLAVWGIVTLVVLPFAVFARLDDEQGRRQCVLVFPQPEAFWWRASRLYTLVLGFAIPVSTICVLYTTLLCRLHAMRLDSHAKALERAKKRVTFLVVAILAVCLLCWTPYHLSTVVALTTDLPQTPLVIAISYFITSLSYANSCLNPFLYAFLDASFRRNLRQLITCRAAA
OXTR potentiator: potentiators of human oxytocin receptor | activation, % at 3 µM | hit rate 0.061% among 320,000 | P30559 | CHO-OTR cells, Fluo-8 calcium fluorescence, potentiator mode; 0% = oxytocin EC15, 100% = EC100 | AID 2445;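 active means activation above that plate's cutoff, the mean activation of tested compounds plus 3 SD, cut at about 6.6% in these data, passing the limit was not always enough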;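 further: 100% uses oxytocin at 75 nM as the full agonist control; some results filed as inactive read as strong as hits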
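Assay system: CHO-OTR cells, human receptor / Also added: oxytocin at about EC15, sub-maximal agonist stimulus / Dosing: single dose, 3.0 µM nominal final compound concentration / Incubation: 6 min pre-incubation, 100 s read / Technique: Fluo-8 calcium dye fluorescence / Read-out: % activation vs EC15 and EC100 oxytocin / Benchmarks: EC15 oxytocin low, 75 nM oxytocin high / Replicates: singlicate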
TAAR1 antagonist: antagonists of human TAAR1. CHO RD-HGA16 TAAR1, Fluo-8 calcium fluorescence, antagonist. inhibition, % at 3 µM. hit rate 1.5% among 360,000. AID 624466;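 active means inhibition above a per-plate cutoff, the mean inhibition of test compounds on that plate plus 3 SD, cut at about 49% in these data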;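 further: 0% = DMSO plus EC80 beta-PEA response and 100% = DMSO alone without agonist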
Target sequence (Q96RJ0 whole entry, looked up): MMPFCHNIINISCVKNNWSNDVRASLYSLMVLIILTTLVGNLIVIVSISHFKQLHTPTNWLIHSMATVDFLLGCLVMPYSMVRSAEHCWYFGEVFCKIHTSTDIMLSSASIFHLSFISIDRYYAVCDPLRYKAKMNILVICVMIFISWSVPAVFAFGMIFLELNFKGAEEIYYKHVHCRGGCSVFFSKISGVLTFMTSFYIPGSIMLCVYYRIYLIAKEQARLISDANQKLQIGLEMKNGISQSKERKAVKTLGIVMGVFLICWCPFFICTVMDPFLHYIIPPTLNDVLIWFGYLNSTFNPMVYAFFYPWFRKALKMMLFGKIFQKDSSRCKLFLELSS
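Test system: CHO RD-HGA16 cells bearing hTAAR1 | Reagent: β-PEA, EC80 | Compound dosing: 3 µM, single point | Schedule: Dye loading 75 min at 37 °C, then 30 min room temperature | Signal: Calcium fluorescence with Fluo-8 | Evaluation: Percent inhibition of PEA-evoked calcium signal, max/basal emission ratio | Control set: DMSO-only wells and EC80 β-PEA-stimulated wells | Repeats: Singlicate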
M1 ag parental: nonselective activator or artifact in parental CHO-K1 cells; Fluo-8 calcium fluorescence; scaled to maximal ATP response, vehicle zero; activation, % at 3 µM; hit rate 0.48% among 360,000; in the data active means activation above about 15%;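 further: untransfected CHO-K1 host cells lacking M1 receptor as counterscreen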
OXTR agonist: agonists of human oxytocin receptor. CHO-OTR cells, Fluo-8 calcium fluorescence; normalized: DMSO 0%, oxytocin 100%. P30559. activation, % at 3 µM. hit rate 0.32% among 320,000. AID 2435;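 active means activation above the mean of all tested compounds plus 3 SD, cutoff set per screening run, cut at about 20% in these data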;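 further: peak over basal fluorescence ratio from a 100 s FLIPR kinetic read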
* = called active by the depositor; nt = no result given.

SMILES | V1aR counter | CHO parental Ca | CHO-K1 Ca antag | CHO-K1 Ca PAM | GPR7 antag | OXTR potentiator | TAAR1 antagonist | M1 ag parental | OXTR agonist
O=C(CCC(=O)N1CCOc2ccc(Cl)cc21)NCc1ccccc1 | 0.3 | -12 | -20 | 38 | -1 | 0 | -23 | 0.8 | -0.8
COC(=O)c1c(-c2cc(C)ccc2C)csc1NC(=O)C1CC=CCC1C(=O)O (stereo not drawn) | 0.2 | -6 | -10 | 19 | 4 | -8 | 0 | 0.8 | 0.0
Cc1cc(OC(=O)c2c(C)cc(OC(=O)c3c(C)cc(O)cc3O)cc2O)cc(O)c1C(=O)O | 0.8 | 1 | 4 | -3 | nt | 0 | 34 | -0.3 | -0.1
CCOC(=O)COc1cccc2c(=O)n(CC(N)=O)ccc12 | 0.5 | 6 | -17 | -18 | -1 | 0 | -10 | -0.1 | -0.4
Cc1ccc2oc(=O)n(CC(=O)OCCC(C)C)c2c1 | -1.4 | -13 | -12 | 23 | 3 | 1 | -20 | 0.2 | -2.2
Cc1ccc(Cl)cc1N(CC(=O)NCc1ccccc1)S(C)(=O)=O | -0.9 | -15 | 0 | -8 | -9 | -2 | -10 | 0.4 | 0.6
CCc1[nH]nc(C(=O)N2CCCC(C(=O)c3cccc(OC(C)C)c3)C2)c1C (stereo not drawn) | 9.1 | 15 | -6 | 8 | -4 | -14 | 0 | 12 | 7.8
COC(=O)c1cc(OC)c(OC)cc1NC(=O)c1ccc(C)cc1 | -0.7 | -7 | -13 | 19 | -8 | -4 | 3 | 0.4 | -0.7
O=C(O)CCn1ncc2ccccc2c1=O | 1.0 | -12 | -2 | 14 | -5 | 2 | 4 | -0.2 | 2.6
CC(C)(C)n1nnnc1C(c1cccs1)N(Cc1ccc(Cl)cc1)CC1CCCO1 (stereo not drawn) | -0.2 | 38* | 7 | -7 | -10 | -3 | -7 | 0.0 | -0.4
COc1ccc(NC(=O)C23CCC(C2)C(C)(C)C3=O)cc1 (stereo not drawn) | 0.1 | -7 | -16 | 14 | -5 | 0 | -1 | 0.5 | 0.7
O=C(CSc1nc2ccccc2n1S(=O)(=O)c1ccccc1)N1CCCCC1 | 0.3 | -14 | -3 | 11 | 0 | -2 | -8 | -0.6 | 0.2
Cn1c(OCc2ccc3c(c2)OCO3)nc2c1c(=O)n(Cc1ccc(Cl)c(Cl)c1)c(=O)n2C | 0.3 | -29 | -2 | 16 | 2 | -4 | -6 | 0.8 | -0.5
COc1ccc(S(=O)(=O)Nc2c(C(=O)O)[nH]c3ccccc23)cc1OC | 0.1 | 6 | -11 | 26 | -5 | -6 | 2 | 1.0 | -1.2
Cn1c(SCC(=O)Nc2nc(C(C)(C)C)cs2)nnc1C1CC1 | 3.3 | -10 | -7 | 9 | -2 | -13 | -12 | 1.9 | 2.6

Some entries already given, limited to CHO-K1 Ca antag, V1aR counter and CHO-K1 Ca PAM:
Molecule | CHO-K1 Ca antag | V1aR counter | CHO-K1 Ca PAM
Cc1ccc2oc(=O)n(CC(=O)OCCC(C)C)c2c1 | -12 | -1.4 | 23
Cc1ccc(Cl)cc1N(CC(=O)NCc1ccccc1)S(C)(=O)=O | 0 | -0.9 | -8

Reformatted tab-delimited: 2 of the compounds above.
SMILES	V1aR counter	CHO parental Ca	CHO-K1 Ca antag	CHO-K1 Ca PAM	GPR7 antag	OXTR potentiator	TAAR1 antagonist	M1 ag parental	OXTR agonist
COC(=O)c1cc(OC)c(OC)cc1NC(=O)c1ccc(C)cc1	-0.7	-7	-13	19	-8	-4	3	0.4	-0.7
O=C(O)CCn1ncc2ccccc2c1=O	1.0	-12	-2	14	-5	2	4	-0.2	2.6

Following part.
SMILES | V1aR counter | CHO parental Ca | CHO-K1 Ca antag | CHO-K1 Ca PAM | GPR7 antag | OXTR potentiator | TAAR1 antagonist | M1 ag parental | OXTR agonist
O=S(=O)(NCC(c1cccnc1)N1CCOCC1)c1ccc(Cl)cc1 (stereo not drawn) | 2.2 | -3 | -3 | 20 | -15 | -3 | 1 | 0.3 | 0.8
O=C(Nc1cccc(Cl)c1)Nc1ccnc(-c2cccnc2)n1 | 7.1 | 6 | 7 | 14 | -9 | -18 | 55* | 12 | 3.5
C=CCn1c(COc2cccc3cccnc23)nnc1SCC(=O)OC | 0.0 | -1 | -11 | 13 | 1 | -3 | 12 | 0.6 | 0.1
COc1ccccc1NS(=O)(=O)c1cccc(C(=O)N/N=C/c2c(CO)cnc(C)c2O)c1 | 0.3 | -5 | 4 | -1 | nt | 1 | 11 | 0.2 | 1.2
Cn1cccc1Cc1nnc(SCC(=O)NCc2ccccc2)n1-c1ccc(F)cc1 | 0.1 | -9 | 5 | 13 | 1 | -2 | -26 | 0.4 | 0.1
c1ccc(CSc2nnc3ccc(-c4ccncc4)nn23)nc1 | 0.3 | -7 | -6 | -3 | -8 | -5 | -13 | 0.1 | -0.3
CCCCC(=O)NC(=S)NNC(=O)c1ccc(Cl)cc1Cl | nt | nt | -16 | 3 | -3 | nt | 49* | 26* | nt
C=CCN1C(=O)CS/C1=N/c1nccs1 | 0.0 | -7 | -8 | 10 | -9 | -7 | -5 | 0.1 | 0.1
Cc1cc(=O)[nH]c(-c2cccs2)n1 | 1.3 | -4 | 0 | 3 | -4 | -7 | -17 | 3.3 | 0.1
Cc1cc(Cl)ccc1Oc1nc(-c2ccc(F)cc2)ccc1C#N | -0.3 | -4 | -4 | 11 | -4 | 6 | 0 | -0.1 | 0.0
CCCOC(=O)c1ccc(Nc2cc(C)nc3ncnn23)cc1 | -0.2 | 7 | 3 | 8 | -11 | -14 | 14 | 0.4 | -0.7
Cc1cccc(C)c1OCC(O)CNC(C)c1ccccc1 (stereo not drawn) | 8.0 | -28 | -17 | 11 | 15 | -13 | -3 | 8.1 | 7.0
COc1ccc(CNC(=O)CN2CCN(S(=O)(=O)c3cc(Br)ccc3Br)CC2)cc1OC | nt | nt | -4 | -9 | nt | nt | 26 | 4.8 | nt
O=C1NC(c2ccc(Br)cc2)Oc2ccccc21 (stereo not drawn) | 0.8 | -2 | -3 | 12 | -16 | -2 | 8 | 2.6 | -0.1
CC1(C(=O)OCC(=O)Nc2cccc(S(=O)(=O)NC3=NCCCCC3)c2)CC1(Cl)Cl (stereo not drawn) | 1.6 | -21 | -4 | 8 | -11 | -13 | 5 | 3.2 | -0.1
CCOc1ccc(S(=O)(=O)N2CCOCC2)cc1NC(=O)CSCC(=O)Nc1ccc(OC)cc1 | nt | nt | -8 | 23 | nt | nt | 2 | 0.4 | nt
C[n+]1ccccc1/C=C/c1ccc([N+](=O)[O-])cc1 | 1.3 | 1 | -5 | 16 | -12 | -6 | 5 | 0.3 | 0.8
N#Cc1cc2c(nc1Cl)CCCC2 | 0.1 | 0 | -2 | 19 | 2 | -6 | 17 | 0.7 | -0.5
COc1ccc(C(=O)N=c2sc3ccccc3n2C)cc1OC | 0.5 | 0 | -7 | 16 | 0 | -7 | -1 | 0.9 | -0.4
C=CCn1c(=S)[nH]c2cc(C(=O)Nc3ccc(OC)c(OC)c3)ccc2c1=O | 6.7 | 9 | -14 | 3 | 21 | -14 | 62* | 8.9 | 6.6
Cn1c(=O)c2c(SCC(=O)Nc3nccs3)nc(C3CC3)nc2n(C)c1=O | 0.0 | -10 | -16 | 19 | 5 | -2 | -14 | 1.1 | 0.5
CCOC(=O)N1CCN(C(=O)c2noc(C(C)C)c2[N+](=O)[O-])CC1 | 0.1 | -5 | 2 | 2 | -5 | -8 | 10 | 0.0 | 0.2
Cc1cc(C)cc(OCC(=O)NNC(=O)CC(C)c2ccccc2)c1 (stereo not drawn) | nt | nt | -4 | 21 | nt | nt | -28 | 0.9 | nt
COC(C(=O)Nc1ccnn1C1CCN(Cc2cnn(C)c2)CC1)c1ccccc1 (stereo not drawn) | 1.8 | 5 | 6 | -18 | -11 | -3 | -16 | -0.1 | -0.4
COc1ccc(N=C2NC(=O)C(CC(=O)NCCc3ccc(OC)c(OC)c3)S2)cc1 (stereo not drawn) | -0.5 | -22 | -14 | 18 | -4 | -5 | 10 | 0.5 | -0.5
CCC1CCCCN1C(=O)CSc1nc2c(cnn2-c2ccc(C)cc2)c(=O)[nH]1 (stereo not drawn) | -0.4 | -10 | 3 | 7 | -1 | -3 | -5 | 0.1 | 0.0
Nc1ccc(Cn2ccc3c4c(N)nc(N)nc4ccc32)cc1 | nt | nt | -9 | 19 | nt | nt | -29 | 0.8 | nt
Nn1c(SC/C=C/c2ccccc2)nnc1-c1ccncc1 | 0.5 | -1 | -5 | 11 | -12 | -11 | -17 | 1.5 | 1.1
Cc1cc(N2CCCCCC2)nc2ccccc12 | -0.8 | -29 | -15 | 19 | -7 | -2 | 0 | 0.5 | -1.6
NC(=O)COc1ccccc1C(=O)O | -0.1 | 12 | 0 | 8 | 0 | -14 | -5 | 1.1 | 0.5

The last 2 records of the section before are carried over, then new ones follow.
SMILES | V1aR counter | CHO parental Ca | CHO-K1 Ca antag | CHO-K1 Ca PAM | GPR7 antag | OXTR potentiator | TAAR1 antagonist | M1 ag parental | OXTR agonist
Cc1cc(N2CCCCCC2)nc2ccccc12 | -0.8 | -29 | -15 | 19 | -7 | -2 | 0 | 0.5 | -1.6
NC(=O)COc1ccccc1C(=O)O | -0.1 | 12 | 0 | 8 | 0 | -14 | -5 | 1.1 | 0.5
CC(=O)NS(=O)(=O)c1ccc(NC(=O)/C=C/c2ccccc2)cc1 | 0.8 | -10 | -8 | 10 | -5 | -14 | 8 | 0.5 | -1.2
Cc1cccc(NC(=O)c2nc[nH]c2C(=O)N2CCc3ccccc3C2)c1 | 0.1 | -18 | -17 | 23 | nt | -3 | -10 | 0.4 | -1.2
Cn1nc(C(C)(C)C)cc1NC(=O)C1(C)CCN1C(=O)C1(c2ccccc2)CCCC1 (stereo not drawn) | nt | nt | -13 | 13 | nt | nt | 24 | -0.1 | nt
O=C(NCN1C(=O)C2C3C=CC(C3)C2C1=O)Nc1ccccn1 (stereo not drawn) | 1.1 | 3 | -9 | 6 | -2 | -21 | 0 | -0.1 | 0.4
COc1cccc(CN2CC(C(=O)N(C)CCc3ccccc3)CCC2=O)c1 (stereo not drawn) | -0.4 | -16 | -7 | -1 | -3 | 5 | -2 | 0.1 | 0.3
O=C(CCCN1C(=O)/C(=C/c2cccs2)SC1=S)NNC(=O)c1ccccc1O | 1.4 | -7 | 3 | 9 | -8 | -1 | 1 | 0.3 | 0.4
Cn1c(=O)c2c(nc(SCc3cccnc3)n2Cc2ccccc2)n(C)c1=O | 0.6 | -16 | -29 | 15 | 8 | -1 | -30 | 1.1 | -0.4

Compound activity from PubChem BioAssay.
